E-sel inducer: E-selectin induction on HUVECs. P16581. HUVEC E-selectin immunofluorescence imaging; normalized: neutral wells 0, TNF-alpha wells 100. activation, % at 7.58 µM. 260,000 tested, 0.37% active. AID 686992;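 active = mean E-selectin-positive cell signal at least 10% of the positive control, reached in at least 60% of replicates, without over 20% cell loss; inconclusive = no rule given, readout overlaps actives, possibly toxicity-flagged; inactive = the rest, including those meeting only one limit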;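 also: in these data hits start at about 27%; measured in HUVEC primary endothelial cells; signal is the percent of cells scored E-selectin positive by PE staining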
Target sequence (P16581 whole entry, looked up): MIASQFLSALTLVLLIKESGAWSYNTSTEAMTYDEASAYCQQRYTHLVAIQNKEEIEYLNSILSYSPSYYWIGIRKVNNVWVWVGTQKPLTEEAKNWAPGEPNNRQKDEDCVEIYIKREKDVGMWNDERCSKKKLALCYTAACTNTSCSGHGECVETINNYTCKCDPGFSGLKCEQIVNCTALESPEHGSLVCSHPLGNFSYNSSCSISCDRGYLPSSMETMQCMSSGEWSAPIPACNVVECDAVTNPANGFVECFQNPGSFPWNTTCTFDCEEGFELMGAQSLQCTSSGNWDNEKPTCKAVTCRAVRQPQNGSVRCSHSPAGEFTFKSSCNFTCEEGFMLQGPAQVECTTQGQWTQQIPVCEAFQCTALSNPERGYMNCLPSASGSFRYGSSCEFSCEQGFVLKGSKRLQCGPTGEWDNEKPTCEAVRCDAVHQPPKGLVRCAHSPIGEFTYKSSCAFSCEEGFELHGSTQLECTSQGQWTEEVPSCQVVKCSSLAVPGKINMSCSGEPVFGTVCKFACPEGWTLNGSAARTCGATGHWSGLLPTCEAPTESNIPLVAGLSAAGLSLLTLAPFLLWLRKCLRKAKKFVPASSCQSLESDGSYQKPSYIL
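Read-out basis: % PE-positive cells; Test system: HUVEC primary endothelial cells; Technique: immunofluorescence imaging; Dosing: single-point compound dose.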
ERp5 block: blocks human ERp5 reductase activity on insulin. Q15084. ERp5 insulin aggregation, absorbance 650 nm, 90 min. inhibition, % at 9.99 µM. 350,000 tested, 0.05% active;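 active = mean replicate inhibition above about 25%, with every replicate also reaching it, limit read from the data, passing the limit was not always enough; inconclusive = only one of those two criteria met; inactive = neither criterion met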
Target sequence (Q15084 whole entry, looked up): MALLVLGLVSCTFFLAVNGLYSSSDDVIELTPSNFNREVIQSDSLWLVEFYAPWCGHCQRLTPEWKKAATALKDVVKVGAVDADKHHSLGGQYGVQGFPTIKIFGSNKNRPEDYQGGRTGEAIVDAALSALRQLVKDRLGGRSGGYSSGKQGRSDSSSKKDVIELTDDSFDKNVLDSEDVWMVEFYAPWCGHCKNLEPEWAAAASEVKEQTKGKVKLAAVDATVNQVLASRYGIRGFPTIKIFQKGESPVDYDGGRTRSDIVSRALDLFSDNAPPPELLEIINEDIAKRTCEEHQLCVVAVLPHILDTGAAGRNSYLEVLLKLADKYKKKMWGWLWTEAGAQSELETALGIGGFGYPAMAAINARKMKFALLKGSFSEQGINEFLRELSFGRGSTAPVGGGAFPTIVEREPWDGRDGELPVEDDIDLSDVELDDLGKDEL
XiGFP reactiv: X-chromosome reactivation activator; XiGFP mouse fibroblasts, % GFP-positive cells imaging, 3 d; cells co-treated with 5-aza-dC sensitizer; scaled so ellipticine positive control = 100%; activation, % at 7.58 µM; 360,000 tested, 0.055% active; AID 743238;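 active = mean normalized replicate activation at least 10% and every replicate at or above 10%; inconclusive = only one of the two criteria met; inactive = mean below 10% and not all replicates reach 10%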;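 also: 0% = median of on-plate neutral control wells and 100% = ellipticine 6 µM median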
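assay system = SV40-immortalized XiGFP fibroblast cells, line 68-5-11 | buffer or medium = DMEM plus 5-aza-dC sensitizer | doses = single-point pinned compound dosing | times = 3-day compound exposure, then 15 min fixation at room temperature | benchmarks = positive control ellipticine, 6 µM final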
RAD54 branch: inhibitors of human RAD54 branch migration | inhibition, % at 10.4 µM | Q92698 | RAD54 Holliday junction branch migration, FAM/BHQ fluorescence | 360,000 tested, 0.14% active;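 active = mean normalized replicate activity at least 40 and at least half of replicates scoring 40 or more; inconclusive = only one of the two criteria met; inactive = mean below 40 and under half of replicates reaching 40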;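 also: 0% = median of neutral control wells and 100% = median of positive control wells; inhibitors cause a drop in the FAM fluorescence signal; in these data hits start at about 50%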
S100A4 MyoIIA: inhibitors of human S100A4 binding to myosin IIA peptide; inhibition, % at 10.7 µM; S100A4/TAMRA-MyoIIA peptide fluorescence polarization; 360,000 tested, 0.14% active;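 active = mean inhibition of at least 70% across replicates, with every replicate also reaching that level; inconclusive = mean inhibition reaches 70% but some replicates fall short; inactive = mean inhibition below 70%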
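Material: S100A4 monomer protein / Buffer or medium: 50 mM HEPES pH 7.2, 10 mM CaCl2, 100 mM KCl / Times: 5 min incubation before reading / Benchmarks: neutral control DMSO, positive control TFP / Reagent: labelled myosin peptide probe, 5 nM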
ERAP1 inh: blocks human ERAP1 aminopeptidase activity. recombinant ERAP1, Leu-AMC fluorescence, 60 min. Q9NZ08. inhibition, % at 10.7 µM. 340,000 tested, 0.15% active;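 active = mean replicate inhibition of at least 30%, or all replicates individually reaching that 30% level; inactive = mean below 30% and not every replicate reaching it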;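 also: 0% = neutral control wells and 100% = L-leucinethiol positive control wells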
esBAF inh: blocks esBAF chromatin remodeling in mouse ES cells | Bmi1-luciferase knock-in reporter, 24 h; 100% = twice the neutral-well signal | reporter increase, % at 12.5 µM | 350,000 tested, 2% active; in the data active = activation above about 40%; inconclusive = no clear call, values can overlap the other calls;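 also: 0% = median of the plate's neutral control wells and 100% = double that signal; a rise in the Bmi1 reporter signal indicates esBAF inhibition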
RAD52 inh: inhibitors of human RAD52 DNA annealing. inhibition, % at 18.7 µM. recombinant RAD52 DNA annealing, FRET fluorescence. 360,000 tested, 0.46% active. AID 651710;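 active = every replicate showing at least 50% inhibition; inconclusive = mean inhibition at least 50% but not in every replicate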
* = called active by the depositor; ? = inconclusive; . = no result given; & = joins results of further samples.

SMILES | E-sel inducer | ERp5 block | XiGFP reactiv | RAD54 branch | S100A4 MyoIIA | ERAP1 inh | esBAF inh | RAD52 inh
CCNC(=O)C1(C)CCCN1C(=O)c1cc(C)on1 (configuration not stated) | 0.3 | -8 | 0.0 | -3 | -3 | -4 | 3 | -7
CC1=CS/C(=C(/C#N)C(=O)NCc2ccco2)N1c1ccccc1 | -0.1 | 0 | 0.0 | -11 | -4 | 0 | 7 | -26
O=C(Cn1cc([N+](=O)[O-])cn1)N1CCCc2ccccc21 | 11 | 2 | 0.3 | . | -4 | -2 | . | -3
CCCn1c(SC(C)C(=O)N2CCOCC2)nc2ccc(Br)cc2c1=O (configuration not stated) | . | 7 | 0.1 | 5 | 1 | 3 | -1 | 10
CC(C)[C@H](NC(=O)c1ccc(Br)cc1)C(=O)NC1CCCCC1 | -0.3 | -7 | 0.2 | 2 | -6 | -1 | 37 | -9
Cc1ccc(Cl)cc1NC(=O)COC(=O)CC(C)(C)C | 0.2 | -7 | -0.2 | . | -14 | 0 | . | 7
C=C[C@@](C)(O)CC[C@@H]1[C@@]2(C)CCCC(C)(C)[C@@H]2CC[C@@]1(C)O | . | 5 | . | 2 | -5 | 2 | -8 | 2
CCOC(=O)Cn1c(C)c(Br)c(COC)c(C#N)c1=O | 0.7 | 1 | 0.0 | . | -1 | 0 | -9 | -2
Cc1ccc(C(=O)N2CCN(C(=O)c3ccc(C)cc3)C2)cc1 | . | 9 | 0.2 | 6 | -1 | 4 | 4 | -7
COc1ccccc1NC(=O)N[C@H]1CC[C@@H](CC(=O)NCc2ccc(Cl)c(Cl)c2)O[C@H]1CO | -0.3 | -4 | -0.5 | -5 | 5 | -1 | 8 | -2
C#CCNC(=O)/C=C/c1ccc(C)cc1 | -0.1 | 0 | 0.0 | 3 | 2 | . | 32 | -38
Cc1ccc(C2CN(CCC(N)=O)C(=O)CO2)cc1 (configuration not stated) | 1.0 | -5 | 0.0 | -5 | -2 | -1 | -1 | -12
C[C@H](CO)N1C[C@H](C)[C@@H](CN(C)C(=O)Nc2ccccc2)Oc2cc(C#CC3(O)CCCC3)ccc2S1(=O)=O | -0.1 | 9 | -1.4 | 0 | -15 | 1 | 7 | -21
O=C(NNC(=O)c1csc(-c2cccs2)n1)c1ccc(Cl)cc1 | -1.3 | 0 | -0.1 | 10&-6 | -6 | -6 | 14 | 3
CCCCC1=NN(C(=O)c2ccco2)C(O)(C(F)(F)F)C1 (configuration not stated) | 0.1 | -1 | 0.0 | . | -2 | -1 | . | -17
CCN1CCN(S(=O)(=O)CC2(C)C3CCC2(C)C(=O)C3Br)CC1 (configuration not stated) | 0.3 | 4 | 0.0 | . | -12 | -2 | . | -3
COc1ccc(NC(=O)Nc2ccc3c(c2)[C@H]2C[C@H](CC(=O)NCc4ccc5c(c4)OCO5)O[C@H](CO)[C@H]2O3)cc1 | -0.2 | 5 | 0.1 | -6 | -3 | 2 | -3 | 5
CCN(CC)CCNC(=O)C(=O)Nc1cc2c3c(c1)CCN3C(=O)CC2 | . | -2 | -0.1 | -4 | -3 | 0 | -8 | 1
CCOC(=O)c1cnc(N)nc1C(F)(F)F | 3.6 | 0 | 1.1 | . | -2 | 0 | . | -7
C[C@H](CO)N1C[C@H](C)[C@@H](CN(C)CC2CCOCC2)Oc2ncc(C#Cc3ccccc3)cc2C1=O | 0.4 | 6 | -0.2 | 2 | 0 | 0 | -4 | 23
COc1ccccc1NC(=O)N(C)C[C@@H]1Oc2ncc(C#CCN(C)C)cc2C(=O)N([C@@H](C)CO)C[C@@H]1C | 0.0 | 3 | -0.3 | -13 | -14 | 2 | -8 | 14
C[C@H](CO)N1C[C@H](C)[C@@H](CN(C)C(=O)c2ccncc2)OCCCC[C@H](C)Oc2ccc(NC(=O)NC3CCCCC3)cc2C1=O | 0.0 | . | 0.1 | 3 | . | . | 1 | .
O=C(C[C@H]1CC[C@H]2[C@@H](COC[C@@H](O)CN2S(=O)(=O)c2ccccc2)O1)Nc1ccc(-c2ccccc2)cc1 | 0.8 | 22 | 0.0 | -10 | -1 | 2 | -2 | 3
N#Cc1c(NC(=O)c2ccc(Br)o2)n(-c2ccccc2)c2nc3ccccc3nc12 | -0.1 | 21 | 3.8 | -1 | -1 | -10 | 0 | -37
O=C(c1ccco1)N1CCN(Cc2ccc(F)cc2Cl)CC1 | 0.0 | 3 | 0.1 | 7 | 4 | -1 | 46* | -3
COc1ccc(OC)c(C(=O)NC(CC(N)=O)c2ccc(NCCN3CCCC3)c([N+](=O)[O-])c2)c1 (configuration not stated) | -0.1 | -6 | 0.2 | 1 | -1 | 0 | 1 | -14
COc1ccc(CNC(=O)CCC(=O)Nc2ccc(Cl)cc2)cc1 | 0.3 | 8 | 0.1 | 6 | -1 | -2 | -9 | -6
CCN(C(=O)COC(=O)c1ccc2ccccc2n1)c1c(N)n(Cc2ccccc2)c(=O)[nH]c1=O | . | 0 | 0.1 | -9 | 0 | 1 | -7 | -8
C[C@@H]1COC(=O)CCC/C=C\C[C@@H](CC(=O)N(CCO)Cc2ccccc2)C(=O)N1 | . | 0 | -0.1 | -10 | -1 | 1 | -6 | -6
C[C@H](CO)N1C[C@H](C)[C@@H](CN(C)C(=O)Cc2ccccc2)Oc2ncc(C#CC3(O)CCCC3)cc2C1=O | 0.2 | 0 | 5.0 | 6 | -3 | -1 | -4 | -4
Cc1ccc(C(=O)NCC(=O)OC(C)C(=O)Nc2ccc(N(C)C)cc2)s1 (configuration not stated) | 4.1 | 2 | 0.0 | -2 | 0 | 5 | 14 | -5
CC(=O)c1cc2c(cc1NC(=O)C1CN(C(C)=O)c3ccccc3O1)OCO2 (configuration not stated) | -0.4 | 4 | 0.0 | -6 | -2 | 4 | 18 | -16
COc1cc2c(C#CCO)c(-c3ccc(C#N)cc3)oc(=O)c2cc1OC | -0.1 | -4 | 0.1 | -1 | 18 | 3 | -1 | -14
CCOc1ccc(/C=C2\SC(=S)N(CCC(=O)N(CCO)c3ccccc3)C2=O)cc1 | . | 1 | 0.1 | -11 | 10 | -1 | -31 | 3
COc1ccc(S(=O)(=O)N2C[C@H](O)COC[C@@H]3O[C@H](CC(=O)N[C@@H]4CCN(Cc5ccccc5)C4)CC[C@H]32)cc1 | 0.1 | 2 | 0.0 | 2 | 0 | -3 | -4 | 5
Cc1ccccc1-c1ccc([C@@H]2[C@H](CO)N3CCCCN(C(=O)CN4CCOCC4)C[C@@H]23)cc1 | -0.3 | 11 | 0.0 | 14 | -2 | 3 | . | 2
CC(Sc1nnnn1C)C(=O)NC1CCCC1 (configuration not stated) | 0.1 | 8 | 0.1 | -7 | -1 | -2 | -4 | -5
Cc1cc(-c2cc(-c3ccc(Cl)cc3)on2)nc(NCC2CC2)n1 | -0.1 | -6 | 0.1 | -4 | 0 | -3 | -6 | -8
O=C(NCCCCc1ccccc1)c1cccc(NC(=O)c2ccccc2)c1 | 0.1 | -1 | 0.2 | -9 | ? | -3 | 3 | -11
O=S(=O)(Cc1ccccc1)N1CCCCN2[C@@H](CO)[C@@H](c3ccc(C#Cc4ccccc4)cc3)[C@@H]2C1 | -0.6 | 1 | 0.0 | 8 | 3 | 1 | . | 33
O=C(Nc1ccc(-n2ccc(C(F)(F)F)n2)cc1)Nc1cccc(Cl)c1 | 1.3 | -5 | 0.2 | . | -3 | 2 | . | -9
CN(CC(=O)Nc1ccc(F)c(F)c1F)C(=O)CCc1nc2sc3c(c2c(=O)[nH]1)CCCC3 | . | 2 | 0.3 | 3 | -3 | -2 | -2 | -21
CC1CCN(c2ccc(-c3cccc(NC(=O)C(F)(F)F)c3)nn2)CC1 | . | 1 | 0.0 | -4 | -1 | 3 | -82 | -18
COCCNC(=O)C[C@@H]1CC[C@@H]2[C@@H](COc3ccc(NC(=O)Cc4ccccc4)cc3C(=O)N2C)O1 | 0.0 | 0 | 0.0 | 0 | 5 | -1 | -1 | -4
Cn1c(N)c(C(=O)Nc2ccc(-c3ccccc3)cc2)sc1=S | 1.7 | 3 | 0.0 | 3 | 2 | 1 | . | -11

Overlap with the part before: two compounds; new compounds follow.
SMILES | E-sel inducer | ERp5 block | XiGFP reactiv | RAD54 branch | S100A4 MyoIIA | ERAP1 inh | esBAF inh | RAD52 inh
COCCNC(=O)C[C@@H]1CC[C@@H]2[C@@H](COc3ccc(NC(=O)Cc4ccccc4)cc3C(=O)N2C)O1 | 0.0 | 0 | 0.0 | 0 | 5 | -1 | -1 | -4
Cn1c(N)c(C(=O)Nc2ccc(-c3ccccc3)cc2)sc1=S | 1.7 | 3 | 0.0 | 3 | 2 | 1 | . | -11
C[C@@H]1CCCCO[C@H](CN(C)C(=O)CCCN(C)C)[C@H](C)CN([C@@H](C)CO)C(=O)c2cc(NS(=O)(=O)c3ccc(F)cc3)ccc2O1 | -0.3 | -2 | 0.6 | 5 | 1 | -1 | 2 | 12
CCN(CC)CCN(C(=O)c1ccc2c(c1)CCCC2)c1nc2ccc(C)cc2s1 | . | 1 | 0.1 | -7 | 1 | -3 | -5 | -11
COc1cccc(COC(=O)Nc2ccccc2)c1OC | -0.1 | -2 | 0.0 | . | -2 | 0 | . | -11
CCCC#Cc1ccc([C@H]2[C@@H](CO)N3CCCCN(CC4CCOCC4)C[C@H]23)cc1 | -0.6 | -1 | 0.0 | -8 | -1 | 4 | 0 | 13
O=C(CCNS(=O)(=O)c1ccc(F)c(Cl)c1)NCc1ccccc1F | . | -2 | 0.3 | 4 | 1 | 3 | -1 | -4
Nc1ccn([C@@H]2O[C@H](C(=O)N[C@H](Cc3ccccc3)C(=O)N3CCSC3)[C@@H](O)[C@H]2O)c(=O)n1 | -0.3 | -3 | 0.0 | . | -16 | 2 | . | -4
CC(C)CN(C(=O)C1CC1)c1c(N)n(Cc2ccccc2)c(=O)[nH]c1=O | -0.8 | 2 | 0.1 | . | 2 | -1 | -6 | -17
COCC(=O)Nc1ccc2c(c1)[C@H]1C[C@H](CC(=O)N[C@@H](C)c3ccccc3)O[C@H](CO)[C@H]1O2 | -0.1 | -1 | 0.1 | 6 | 4 | -3 | -1 | -22
Cc1c(C(=O)Nc2cc(S(=O)(=O)N3CCOCC3)ccc2N2CCOCC2)oc2ccccc12 | -0.1 | -3 | -0.1 | -10 | -10 | -2 | -1 | -6
CC1=C(/C=C/C(C)=C/C=C/C(C)=C/C(=O)O)C(C)(C)CCC1 | ? | 2 | 0.0 | 7 | 0&6 | -1 | 18 | -26
C[C@@H]1CCCCO[C@H](CN(C)C(=O)Cc2ccccc2)[C@H](C)CN([C@H](C)CO)C(=O)c2cc(NC(=O)c3ccccc3)ccc2O1 | . | 2 | 0.1 | 7 | -2 | -1 | -2 | 27
CCC(=O)N(C)C[C@@H]1Oc2ncc(/C=C/c3ccccc3)cc2C(=O)N([C@H](C)CO)C[C@@H]1C | -0.3 | -1 | 0.2 | -6 | -6 | 1 | -2 | -4
Cc1cc(C(=O)O)c(C)n1Cc1ccncc1 | -0.1 | 1 | 0.0 | -3 | -4 | 1 | 2 | -4
C[C@H](CO)N1C[C@H](C)[C@@H](CN(C)S(=O)(=O)c2cn(C)cn2)OCCCC[C@H](C)Oc2ccc(NC(=O)CCC(F)(F)F)cc2C1=O | -0.3 | 8 | 0.0 | 4 | -4 | 1 | 2 | 9

Assay outcomes: PubChem BioAssay, Broad Institute
